GAA850 FXN act – activators of GAA850 frataxin (FXN) promoter; activation, % at 6 µM; HEK293 lucGAA850 FXN promoter luciferase reporter, 24 h; percent of 10 µM SAHA response; 360,000 tested, 0.56% active; AID 540364;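 active = activation above the average of all compounds screened plus 3 SD, cutoff fixed separately per campaign, cut at about 7.5% in these data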;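 also: 0% = DMSO wells and 100% = 10 µM SAHA wells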
DAX1 inh – inhibitors of human orphan nuclear receptor DAX1 (NR0B1); HEK293 Gal4-DAX1 luciferase reporter, luminescence; 340,000 tested, 0.99% active; inhibition, % at 6.75 µM;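 active = inhibition above the mean over all tested compounds plus 3 SD, cut at about 4.2% in these data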;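 also: 0% = DAX1-transfected cells with DMSO and 100% = empty-vector control cells with DMSO; inhibition shows as a rise in luminescence from relieved DAX1 repression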
Target sequence (P51843 207-470 limits assumed): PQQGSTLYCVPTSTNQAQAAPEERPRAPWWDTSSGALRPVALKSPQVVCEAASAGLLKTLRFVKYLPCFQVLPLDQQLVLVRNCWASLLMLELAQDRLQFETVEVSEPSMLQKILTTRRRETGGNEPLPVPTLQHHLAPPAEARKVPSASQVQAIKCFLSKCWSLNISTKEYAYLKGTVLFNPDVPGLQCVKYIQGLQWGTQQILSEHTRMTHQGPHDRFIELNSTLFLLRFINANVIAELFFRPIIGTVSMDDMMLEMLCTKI
Active calls of the source: *. A portion of the library, so the mix of outcomes need not match the whole.

1	Nc1c(Cl)cc(Cl)cc1C(=O)OCC(=O)N1CCCC1=O
2	CCc1ccc(C(=O)NC(=S)Nc2ccccc2N2CCOCC2)cc1
3	CCOc1ccc(C(=O)CC(C(=O)O)N2CCCCC2)cc1 (stereo unspecified)
4	COC(=O)C1CCN(C(=O)COC(=O)c2cc(-c3ccccc3)nc3ccc(OC)cc23)CC1
5	CC(=O)Nc1cc2c(cc1[N+](=O)[O-])-c1ccccc1C2O (stereo unspecified)
6	CC(O)c1cc2c(s1)c1cnn(Cc3ccccc3F)c(=O)c1n2C (stereo unspecified)
7	COC(=O)C1=CN(Cc2ccc(OC)cc2)C=C(C(=O)OC)C1c1cc(OC)c(OC)c(OC)c1
8	COc1ccc(NC(=O)N(C)[C@H]2C[C@H]3c4[nH]c5ccc(-c6cccc(C)c6)cc5c4CCN3C[C@H]2[C@H](C)O)cc1
9	CCOC(=O)N1CCN(S(=O)(=O)c2ccc(C(=O)NNc3nc4ccc(Cl)cc4s3)cc2)CC1
10	O=C(COc1ccc(/C=N/NC(=O)c2cc3ccccc3o2)cc1Cl)Nc1ccccc1

| screen / no. | 1 | 2 | 3 | 4 | 5 | 6 | 7 | 8 | 9 | 10 |
| --- | --- | --- | --- | --- | --- | --- | --- | --- | --- | --- |
| GAA850 FXN act | -0.7 | -2.0 | 1.6 | -1.7 | -0.4 | 1.0 | 1.4 | -1.5 | -2.0 | 0.5 |
| DAX1 inh | 2.4 | -0.9 | 1.2 | -0.7 | 0.6 | -0.3 | -0.2 | 0.3 | -0.3 | 0.9 |

11	CC(C)(C)OC(=O)NCCC(=O)Oc1ccc2ccc(=O)oc2c1
12	O=C(NCC1CCCO1)c1cccc2c1C(=O)c1ccc(N3CCC(Cc4ccccc4)CC3)cc1S2(=O)=O (stereo unspecified)
13	COc1cccc(N/C(N)=N/c2nc(C)cc(=O)[nH]2)c1
14	CC1CC=C2C(C#N)=C(N)C(C#N)(C#N)C(c3cccs3)C2C1 (stereo unspecified)
15	CC1CC(C)CN(C(=O)CSC2=Nc3ccccc3C3=NC(Cc4c[nH]c5ccccc45)C(=O)N23)C1 (stereo unspecified)
16	Brc1ccccc1-c1nnc(COc2ncnc3c2cnn3-c2ccccc2)o1
17	COc1ccc(N=c2oc3c(OC)cccc3cc2C(=O)NCc2ccco2)cc1OC
18	CCN1/C(=C/c2ccc3cc(C)ccc3[n+]2CC)Sc2ccc3sccc3c21
19	CCN1C(=O)CC(C(C)C)N(C2CCCC2)c2nc(Nc3ccc(C(=O)NC4CCN(C)CC4)cc3OC)ncc21 (stereo unspecified)
20	CCOc1cc(/C=C2\N=C(SC)SC2=O)cc([N+](=O)[O-])c1OC(C)=O

| screen / no. | 11 | 12 | 13 | 14 | 15 | 16 | 17 | 18 | 19 | 20 |
| --- | --- | --- | --- | --- | --- | --- | --- | --- | --- | --- |
| GAA850 FXN act | -0.8 | -4.7 | 1.0 | -0.9 | -1.6 | 0.3 | 0.1 | -4.4 | -3.4 | -1.4 |
| DAX1 inh | -0.1 | -5.0 | 1.0 | 0.3 | -2.1 | -0.3 | 0.1 | -2.0 | 1.5 | 1.6 |

21	CCOC(=O)N1CCC(n2c(SCC(=O)NCc3ccco3)nc3ccsc3c2=O)CC1
22	Cc1ccc(NC(=O)c2ccsc2)cc1NS(C)(=O)=O
23	CCc1cc(=O)[nH]c(SC/C=C/c2ccccc2)n1
24	COc1ccc(-c2nc3cnccn3c2NCc2ccccc2)cc1SC1CCCCC1
25	O=C(Nc1nc2ccccc2[nH]1)c1ccc(Cl)c(S(=O)(=O)N2CCCC2)c1
26	COc1ccc(OC)c(S(=O)(=O)CC(=O)c2cc3ccc(OC)cc3oc2=O)c1
27	COc1ccc(Cc2nc(C(=O)Nc3ccc(Cl)cc3)cs2)cc1
28	C#CCOCCOCCOCCNc1nc(N2CCN(C(=O)CCCCCCCCCCNC(=O)[C@H](CCCCN)n3cc(C[C@@H](C)CC)nn3)CC2)nc(N2CCN(C(=O)CCCCCCCCCCNC(=O)[C@H](CCCCN)n3cc(C[C@@H](C)CC)nn3)CC2)n1
29	CC(=O)c1c(C)[nH]c(C(=O)Nc2cc(C)cc(C)c2)c1C
30	CC1C(=O)N(Cc2cn(CC3CCCCC3)nn2)CCS(=O)(=O)N1Cc1ccc(-c2ccc(Cl)cc2)cc1 (stereo unspecified)

| screen / no. | 21 | 22 | 23 | 24 | 25 | 26 | 27 | 28 | 29 | 30 |
| --- | --- | --- | --- | --- | --- | --- | --- | --- | --- | --- |
| GAA850 FXN act | -0.1 | 1.8 | 1.1 | -2.0 | -0.8 | 0.2 | 3.2 | -0.6 | 5.6 | -1.1 |
| DAX1 inh | -3.0 | 0.1 | 0.7 | 0.4 | -0.8 | -0.1 | -2.0 | -2.6 | -0.2 | -2.4 |

In a second layout: entries from further up
# | molecule | GAA850 FXN act | DAX1 inh
25 | O=C(Nc1nc2ccccc2[nH]1)c1ccc(Cl)c(S(=O)(=O)N2CCCC2)c1 | -0.8 | -0.8
30 | CC1C(=O)N(Cc2cn(CC3CCCCC3)nn2)CCS(=O)(=O)N1Cc1ccc(-c2ccc(Cl)cc2)cc1 (stereo unspecified) | -1.1 | -2.4
24 | COc1ccc(-c2nc3cnccn3c2NCc2ccccc2)cc1SC1CCCCC1 | -2.0 | 0.4
23 | CCc1cc(=O)[nH]c(SC/C=C/c2ccccc2)n1 | 1.1 | 0.7

Remaining list, next part:
31	COc1ccc(OC)c(/C=N/NC(=O)c2ccc[n+](CC(=O)c3ccccc3)c2)c1
32	CCOc1ccc(NC(=O)CCNC(=O)Cn2ccc3ccccc3c2=O)cc1
33	O=C(NNc1nccc(C(F)(F)F)n1)Nc1cccc(Cl)c1
34	O=C(CSC(=S)N1CCOCC1)c1cc2ccccc2oc1=O
35	Cc1ccc(-n2ncc(Br)c(Br)c2=O)cc1
36	COc1ccc(CC(=O)Nc2nc3n(n2)C(c2ccccc2)CC(=O)N3)cc1OC (stereo unspecified)
37	CC(=O)Nc1ccc(NC(=O)CCNS(=O)(=O)c2cccc3nsnc23)cc1
38	Cc1cccc(C(=O)O/N=C(\N)Cc2cccc3ccccc23)c1
39	c1coc(C2=NC(c3ccco3)C(c3ccco3)N2)c1 (stereo unspecified)
40	Cc1cc(C(=O)N/N=C/c2cc(N=Nc3ccccc3)ccc2O)n[nH]1

| screen / no. | 31 | 32 | 33 | 34 | 35 | 36 | 37 | 38 | 39 | 40 |
| --- | --- | --- | --- | --- | --- | --- | --- | --- | --- | --- |
| GAA850 FXN act | -0.9 | 0.2 | 1.2 | -0.1 | 6.9 | 2.0 | 3.0 | -0.1 | 0.0 | -1.9 |
| DAX1 inh | 0.9 | -0.8 | 1.8 | 1.5 | -3.5 | 0.9 | 0.3 | -0.9 | 0.3 | -0.7 |

41	Cc1onc(-c2ccccc2Cl)c1C(=O)Nc1ccc(-n2nncc2-c2ccco2)cc1
42	Cc1c(C)c2c(OCC(=O)N3CCC(C(=O)NCC(C)C)CC3)cc3c(c2oc1=O)CCC(C)(C)O3
43	COC1=CC(=O)C(O)=C(CCCCCCC/C=C/CCCCCCCC2=C(O)C(=O)C=C(OC)C2=O)C1=O
44	C=C1c2cccc(OC)c2O[C@H](C(=O)OCC)[C@@H]1CCCCCC
45	C[C@]1(C(=O)NCCCNc2ncc(C(F)(F)F)cc2Cl)C=C[C@@H](Cc2ccccc2)N1C(=O)c1ccccc1
46	CCCc1cc(=O)oc2cc(C)cc(OC(C)C(=O)N[C@@H](Cc3c[nH]c4ccccc34)C(=O)O)c12 (stereo partly specified)
47	O=C(Nc1ccc2nc3n(c(=O)c2c1)CCCC3)c1cc([N+](=O)[O-])ccc1F
48	CCNc1oc(-c2ccccc2F)nc1S(=O)(=O)c1ccccc1
49	Cc1ccc2nc(-c3ccncc3)cc(C(=O)N3CCOCC3)c2c1
50	COc1cccc(C2=CC(=O)C[C@H](c3ccc4c(c3)OCO4)C2)c1

| screen / no. | 41 | 42 | 43 | 44 | 45 | 46 | 47 | 48 | 49 | 50 |
| --- | --- | --- | --- | --- | --- | --- | --- | --- | --- | --- |
| GAA850 FXN act | -1.0 | 3.5 | -0.4 | 0.2 | 0.2 | 0.7 | -16 | 2.5 | 0.6 | 0.9 |
| DAX1 inh | 0.5 | 0.5 | 2.4 | -0.4 | -0.2 | 1.5 | -1.8 | -0.6 | 2.0 | 0.7 |

Overlap with the part before: four entries, then new ones.
47	O=C(Nc1ccc2nc3n(c(=O)c2c1)CCCC3)c1cc([N+](=O)[O-])ccc1F
48	CCNc1oc(-c2ccccc2F)nc1S(=O)(=O)c1ccccc1
49	Cc1ccc2nc(-c3ccncc3)cc(C(=O)N3CCOCC3)c2c1
50	COc1cccc(C2=CC(=O)C[C@H](c3ccc4c(c3)OCO4)C2)c1
51	O=C(CCc1nc(-c2ccccc2F)no1)NCCN1CCc2ccccc2C1
52	CCOC(=O)[C@@H]1[C@H]2COc3ccc(Br)cc3[C@@H]2N2C(=O)N(c3ccc(OC)cc3)C(=O)[C@]12C
53	O=C(Oc1oc(-c2ccco2)nc1C=Nc1ccccc1)c1ccco1
54	COc1cc2ncnc(N[C@H](C)c3ccccc3)c2cc1OC
55	O=C1c2ccccc2C(=O)c2c1cccc2N1CCN(Cc2ccccc2)CC1
56	Cc1cc(C)c(NC(=O)C(=O)NCc2ccco2)c(C)c1
57	CC1CC(C)CN(C(=O)c2ccc3c(c2)N(Cc2ccccc2)CCS3)C1 (stereo unspecified)
58	CCC(=O)N1CCc2cc(S(=O)(=O)CCC(=O)N3CCc4ccccc4C3)ccc21
59	N#Cc1ccccc1CSc1nnc(-c2ccncc2)o1
60	COc1cccc(-c2nc(-c3ccc(NC(=O)Cc4ccccc4OC)cc3)no2)c1

| screen / no. | 47 | 48 | 49 | 50 | 51 | 52 | 53 | 54 | 55 | 56 | 57 | 58 | 59 | 60 |
| --- | --- | --- | --- | --- | --- | --- | --- | --- | --- | --- | --- | --- | --- | --- |
| GAA850 FXN act | -16 | 2.5 | 0.6 | 0.9 | 1.1 | -0.4 | 0.5 | -0.3 | -1.6 | 1.5 | 1.0 | -2.0 | 5.3 | 0.8 |
| DAX1 inh | -1.8 | -0.6 | 2.0 | 0.7 | -0.5 | 1.4 | 0.1 | -0.5 | 4.3* | 1.4 | -2.1 | 0.0 | 2.5 | -1.7 |

61	CCCCC1=CC2=CC(=O)C(C)(OC(=O)CC)C(=O)C2=CN1Cc1ccco1 (stereo unspecified)
62	CN(C)c1ccc(/C=C(\Cl)c2nc3ccccc3s2)cc1
63	CCOC(=O)CCCCCC(=O)Nc1ccc2c(c1)C(=O)N([C@H](C)CO)C[C@H](C)[C@@H](CN(C)C(=O)Nc1ccc(OC)cc1)O2
64	Clc1ccc2c(c1)C(N1CCNCC1)Cc1ccccc1S2 (stereo unspecified)
65	C[C@@H](CN1CCC[C@H]1CN1C(N)=NC[C@@H]1Cc1ccccc1)N1C[C@@H](Cc2ccccc2)N(CCCC2CCCC2)C1=N
66	COc1ccc2cc3cc(C(=O)N4CCCCCC4)oc3nc2c1
67	CCOc1ccc2c(c1)C(C)=CC(C)(C)N2C(=O)Nc1ccccc1
68	Cc1nn2c(NCCOCCO)c3c(nc2c1-c1ccccc1)CCCC3
69	CCOC(=O)c1cc2c(=O)n3cccc(C)c3nc2n(Cc2ccco2)c1=NC(=O)c1ccc(C)cc1
70	C/C(=N\N=C(c1ccccc1)c1ccccc1)c1ccco1

| screen / no. | 61 | 62 | 63 | 64 | 65 | 66 | 67 | 68 | 69 | 70 |
| --- | --- | --- | --- | --- | --- | --- | --- | --- | --- | --- |
| GAA850 FXN act | 1.7 | -13 | 1.2 | 0.7 | -16 | 1.4 | -0.5 | 0.9 | -0.8 | 1.5 |
| DAX1 inh | 1.3 | -2.4 | 0.8 | 0.2 | 1.4 | -0.9 | -0.3 | -1.2 | 1.5 | 1.0 |

71	Cc1ccc(NC(=O)c2nc[nH]c2C(=O)NCCCNC(=O)c2[nH]cnc2C(=O)Nc2ccc(C)cc2)cc1
72	O=S(=O)(c1ccc2ccccc2c1)N1CCNCC1
73	Cc1cc2oc(=O)cc(CSc3nnc(C)n3N)c2cc1C(C)C
74	O=C(c1ccc2c(=O)n(CCc3ccccc3)c(=O)[nH]c2c1)N1CCN(c2ccccc2)CC1
75	COc1cc2c(cc1NC(=O)c1ccncc1)oc1ccccc12
76	Cc1cccn2c(=O)c(C=O)c(N3CCCCCC3)nc12
77	COn1c(-c2ccccc2)nc2c1CCc1nonc1-2
78	O=[N+]([O-])c1ccc(C=Nc2cccc3ccccc23)s1
79	CCc1ccc(C(C)NC(=S)NC2CCCCC2)cc1 (stereo unspecified)
80	COc1ccc2c(c1)OC[C@H]1[C@H]2N2C(=O)c3cc(Br)ccc3NC(=O)[C@@]2(C)[C@H]1c1ccccc1

| screen / no. | 71 | 72 | 73 | 74 | 75 | 76 | 77 | 78 | 79 | 80 |
| --- | --- | --- | --- | --- | --- | --- | --- | --- | --- | --- |
| GAA850 FXN act | 0.7 | 1.9 | 1.7 | -2.0 | 1.4 | -1.5 | 0.8 | 1.4 | -1.6 | -10 |
| DAX1 inh | 0.4 | 0.7 | 0.5 | -0.1 | 0.7 | -0.4 | 0.3 | -0.8 | -0.1 | -1.1 |

81	O=C(NC1CCN(Cc2ccccc2)CC1)C1CCN(S(=O)(=O)c2cccc([N+](=O)[O-])c2)CC1
82	O=C(/C=C/c1cc[n+](CC(=O)c2ccc3cccc4c3c2CC4)cc1)c1ccc2cccc3c2c1CC3
83	CCN1CCN(C(=O)c2ccc3c(=O)n(CCc4ccccc4)c(=O)[nH]c3c2)CC1
84	O=C(CSc1nccn1-c1ncc(C(F)(F)F)cc1Cl)c1ccc(Br)cc1
85	O=C(Cc1c(O)c2ccccc2[nH]c1=O)NCc1ccccc1
86	CCOc1ccccc1CNC(=O)Cn1nc(C)c2c(C)n(-c3ccc(C)cc3)nc2c1=O

| screen / no. | 81 | 82 | 83 | 84 | 85 | 86 |
| --- | --- | --- | --- | --- | --- | --- |
| GAA850 FXN act | 3.4 | 4.7 | 1.6 | 1.7 | -2.0 | -2.6 |
| DAX1 inh | -1.4 | 3.4 | -0.2 | -0.1 | 1.3 | -2.4 |

Compound activity (PubChem)
